Compound activity (PubChem)
AI-2 QS modul: modulates the Vibrio harveyi AI-2 quorum sensing system; Vibrio harveyi JMH597 AI-2 luminescence/OD600 ratio, 9 h; active compounds read low; strain lacks LuxN and CqsS sensors; 0 = neutral-control median; activity change, % at 7.5 µM; 300,000 compounds, 0.4% hits; in the data active = activity change below about -75%, passing the limit was not always enough;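 note: luminescence divided by OD600 gain over 9 h not by final OD600 alone; inactives centre near 13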
aSyn UTR inh: 5' untranslated region of α-synuclein, MLPCN primary screen; alpha-synuclein 5'UTR reporter, inhibitor activity; inhibition, % (tested at 7.5 µM); 300,000 compounds, 0.82% hits; AID 1813; in the data active = inhibition above about 60%;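 note: H4 neuroglioblastoma cells stably carrying SNCA 5'UTR luciferase fusion; 0% = DMSO wells and 100% = positive control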
HSP90 inh: inhibitors of HSP90 luciferase refolding in rabbit reticulocyte lysate; luciferase refolding luminescence, 3 h; inhibition, % at 5.6 µM; 290,000 compounds, 0.91% hits; AID 1789;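 active = inhibition above the screen-wide mean plus 3 SD, computed separately per campaign, cut at about 16% in these data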;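 note: 0% = DMSO wells and 100% = 60 µM geldanamycin wells; inhibitors lower the luminescence because luciferase stays unfolded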
HSF1 activator: increases HSF-1 driven luciferase reporter signal; activation, % at 9 µM; NIH3T3-HGL HSF-1 luciferase reporter, MG132, 8 h; 100% = twice DMSO control signal; 300,000 compounds, 1.7% hits;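 active = mean replicate activation of at least 50% with a set share of replicates each reaching 50%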;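 note: 0% = median of the neutral control wells and 100% = twice that signal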
GSK3 alpha inh: inhibitors of human GSK-3 alpha kinase. inhibition, % at 10 µM. ADP-Glo luminescence, 60 min. 320,000 compounds, 0.1% hits. P49840;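 in the data active = inhibition above about 50%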;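 note: GST-tagged GSK-3 alpha with peptide substrate and 25 µM ATP; 0% = DMSO neutral wells and 100% = GW8510 positive control wells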
Target sequence (P49840 whole entry, looked up): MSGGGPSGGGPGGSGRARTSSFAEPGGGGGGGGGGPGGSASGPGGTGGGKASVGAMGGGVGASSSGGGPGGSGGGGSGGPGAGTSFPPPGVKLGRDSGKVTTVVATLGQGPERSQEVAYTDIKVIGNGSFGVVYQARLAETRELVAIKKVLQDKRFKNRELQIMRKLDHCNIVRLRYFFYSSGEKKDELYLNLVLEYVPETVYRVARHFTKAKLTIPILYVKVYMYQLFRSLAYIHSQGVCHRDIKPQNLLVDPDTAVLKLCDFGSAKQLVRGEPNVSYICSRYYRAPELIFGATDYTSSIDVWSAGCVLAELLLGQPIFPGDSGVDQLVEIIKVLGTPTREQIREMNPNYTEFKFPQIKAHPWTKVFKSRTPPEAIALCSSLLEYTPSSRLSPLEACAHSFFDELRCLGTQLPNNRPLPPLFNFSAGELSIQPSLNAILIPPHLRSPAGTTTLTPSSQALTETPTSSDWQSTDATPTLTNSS
GSK3beta inhib: inhibitors of human GSK3beta kinase; activity score (negative = inhibition), % at 10 µM; 300,000 compounds, 0.038% hits; GST-GSK3beta kinase, ADP-Glo luminescence, 60 min; active compounds read low; P49841;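 active = more than half of replicate wells score below -50%, meaning over 50% inhibition versus plate controls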;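 note: 0% = median DMSO wells and -100% = median GW8510 positive control wells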
Target sequence (P49841 whole entry, looked up): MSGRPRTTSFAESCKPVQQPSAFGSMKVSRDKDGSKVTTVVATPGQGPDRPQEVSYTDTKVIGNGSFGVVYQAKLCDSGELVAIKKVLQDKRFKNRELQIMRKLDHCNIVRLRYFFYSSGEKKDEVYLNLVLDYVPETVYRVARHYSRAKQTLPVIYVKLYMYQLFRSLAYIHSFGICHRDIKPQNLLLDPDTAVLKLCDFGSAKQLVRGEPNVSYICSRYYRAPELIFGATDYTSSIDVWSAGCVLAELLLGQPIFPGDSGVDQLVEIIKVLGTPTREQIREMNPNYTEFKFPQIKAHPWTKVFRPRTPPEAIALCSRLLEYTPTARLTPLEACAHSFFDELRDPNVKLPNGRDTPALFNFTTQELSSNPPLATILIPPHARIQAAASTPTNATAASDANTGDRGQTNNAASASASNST
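Assay system: GST-fused GSK3beta enzyme, cell-free / Medium: Tris pH 7.5 buffer with MgCl2, DTT, BSA, heparin / Also added: peptide substrate plus 25 µM ATP (final) / Compound: 10 µM single point / Timing: kinase reaction with compound 60 min at room temperature / Detection: ADP-Glo luminescence / Benchmarks: DMSO neutral wells and GW8510 at 20 µM as positive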
HSF1 inh: HSF1 inhibition; NIH3T3-HGL HSE-luciferase, MG132-induced, luminescence 8 h; active compounds read low; activity change, negative = inhibition, % at 7.5 µM (by protocol); 300,000 compounds, 0.77% hits;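 active = more than half of replicate wells show activity change below -50%, luminescence cut by over half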;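 note: luciferase reports HSF-1 transcriptional activity via heat shock element; 0% = median of DMSO wells and -100% = zero luminescence signal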
PolyA inhibitor: yeast polyadenylation inhibition; 300,000 compounds, 0.02% hits; calls only at 12 µM; AID 1875; S. cerevisiae SKY197-pL101 polyadenylation reporter, beta-gal luminescence; efflux-impaired pdr1/pdr3 knockout yeast; score 100 = 6 SD above DMSO;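 active = lowest replicate activity score at least 50, where 100 means six control SD above control mean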;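 note: yeast exposed to compound for 9 h at 30 °C; higher score means more reporter readthrough which indicates perturbed polyadenylation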
KLF5 inh: suppresses KLF5 promoter-driven expression; AID 1700; 290,000 compounds, 0.23% hits; inhibition, % at 5 µM; DLD-1 KLF5 promoter-luciferase reporter, luminescence;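 active = inhibition above a per-plate limit of that plate's mean compound inhibition plus 3 SD, cut at about 60% in these data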;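 note: 0% = DMSO wells and 100% = LY294002 at 200 µM; higher means less KLF5 promoter-driven luciferase light; inactives centre near -14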
IEC-6 tox: counter-screen for KLF5 inhibitors: cytotoxicity in IEC-6 cells; IEC-6 cytotoxicity, luminescence viability; inhibition, % at 5 µM; 290,000 compounds, 0.78% hits; AID 1825; in the data active = inhibition above about 22%;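 note: 0% = plate median of test compound wells and 100% = cytotoxic reference compound wells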
Numbers without * were called inactive; i = inactive; · = no result given. The list is partial, so the mix of outcomes need not match the whole.

Below each compound – AI-2 QS modul, aSyn UTR inh, HSP90 inh, HSF1 activator, GSK3 alpha inh, GSK3beta inhib, HSF1 inh, PolyA inhibitor, KLF5 inh, IEC-6 tox
CN1CCN(CC(=O)Nc2nc(-c3c[nH]c4ccccc34)cs2)CC1
→ 9, -62, -2, -43, -2, -2, -29, i, -47, 6
Cc1nn(Cc2ccccc2)c(C)c1N
→ 31, 8, 1, 6, -1, 0, 0, i, 1, 2
CCOc1ccccc1-n1c(SCC(=O)N2CCCc3ccccc32)nnc1-c1cccnc1
→ 7, -23, 0, 2, -1, 0, -10, i, -8, 6
CCCCOc1ccc(C(=O)N(C)CC(=O)Nc2ccc(C)cc2)cc1
→ 13, 7, 1, -21, 2, 5, 6, i, -5, -5
Cc1ccccc1Nc1cc(C)c2c(O)cccc2n1
→ 35, -105, 0, 13, 7, 0, 13, i, -11, -2
CN(C1CCS(=O)(=O)C1)S(=O)(=O)c1ccc2ccccc2c1 (stereo unspecified)
→ 37, 16, ·, -4, 1, -1, -5, i, ·, ·
COc1ccc(CCn2c(S)nc3ccccc3c2=O)cc1
→ -9, -9, 2, -3, 4, -2, -3, i, -63, -1
COc1ccc(Cc2nc3ccc(C(=O)N4CCCN(C=O)CC4)cc3o2)cc1
→ -17, -4, -3, -2, -2, -1, -6, i, -34, 0
CCOc1ccc(C(C)=O)cc1COC(=O)CCc1cc(OC)c(OC)c(OC)c1
→ -3, -9, 0, 5, -2, 1, 1, i, -24, -5
CSc1nnc(NC(=O)c2cc3ccccc3oc2=O)s1
→ 9, -54, 4, 11, 0, -2, 0, i, -42, 0
CCOc1ccc(NC(=O)C2CCN(S(=O)(=O)c3ccc4c(c3)CC(C)N4C(C)=O)CC2)cc1 (stereo unspecified)
→ 19, 20, 0, 2, -1, 1, 1, i, -9, -6
O=C(O)c1cccc(Nc2nc3ccccc3nc2NS(=O)(=O)c2cccs2)c1
→ 39, -5, -9, -6, -3, 2, -3, i, 0, -4
COc1cc(-c2nnc(NC(=O)CS(=O)(=O)c3ccc(C)cc3)o2)cc(OC)c1OC
→ 17, -5, ·, 1, -1, 1, -5, i, ·, ·
COc1ccc(NC(=O)c2sc(-c3ccccc3)nc2C)c(OC)c1
→ 5, -51, 2, 1, -1, 0, -3, i, -6, 4
O=C1C=C(N2CCCCCC2)C(=O)N1c1ccc(Cl)cc1
→ 4, -171, 10, -47, 0, 2, -31, i, -172, 3
COc1ccc(-c2nc(CS(=O)CC(=O)N3CCc4ccccc4C3)c(C)o2)cc1 (stereo unspecified)
→ 10, -38, -1, 2, ·, 1, -9, i, -23, -2
Cc1ccc(C)c(CN2CCC(CNC(=O)CCc3nnc4ccc(N5CCC(C)CC5)nn34)CC2)c1
→ -1, -9, -2, 5, 3, 6, -7, i, -29, -5
CC(=O)C1=C(O)CC(c2ccccc2)CC1=NCCc1ccccc1 (stereo unspecified)
→ 7, 13, 0, 36, 0, -2, 17, i, -43, -5
Cc1ccccc1S(=O)(=O)N1CCN(C)CC1
→ -4, -5, 3, 1, -2, -7, 2, i, -22, 6
O=C(c1ccc(F)cc1)N1CCN(c2cnn(-c3ccccc3)c(=O)c2Cl)CC1
→ 17, 10, 2, 4, 1, -1, -4, i, -10, 2
C/C(=N\NC(=O)CNc1cccc(C(F)(F)F)c1)c1cccc(Br)c1
→ 25, -21, -1, 1, 0, 2, -3, i, -23, -4
O=C(NCC(c1cccs1)N1CCOCC1)c1ccccc1NS(=O)(=O)c1ccc(Br)cc1 (stereo unspecified)
→ 15, 12, -2, -3, ·, 2, -5, i, -4, -2
CN(C(=O)c1ccc(COc2ccccc2Cl)o1)c1ccccc1
→ 10, -10, 1, -29, -6, 0, -9, i, -65, -1
CCCCn1c(C(C)NC(=O)COC)nc2ccccc21 (stereo unspecified)
→ -9, -6, 1, 3, -2, 1, -4, i, 7, -7
O=C(Nc1ccccc1C(=O)O)c1cccc(NC(=O)c2ccc(Br)o2)c1
→ 40, 15, 3, ·, -4, -1, ·, i, -34, 2
Cc1nc2ccccc2nc1OCC(=O)NCc1ccc2c(c1)OCO2
→ 21, 1, 6, -11, 1, -3, -3, i, -26, -2
O=C(Cc1ccc(NS(=O)(=O)c2ccc(F)cc2)cc1)NCc1cccnc1
→ 13, -11, -1, 34, -2, 3, -1, i, -35, -8
O=C(CSc1n[nH]c(=O)[nH]c1=O)NCC1CCCCC1
→ 20, -17, 0, 0, -1, -3, -4, i, -14, -10
COCCn1c(SCC(=O)NC(=O)NC(C)(C)C)nc2ccccc21
→ 21, -9, -4, 0, -1, 1, 2, i, -34, 0
CC1(C)CC(=O)c2cc3c(N)c(C(=O)NCc4ccccc4)sc3nc2C1
→ 14, 24, 4, 14, 1, 2, 3, i, -7, -4

The results go on:
Below each compound – AI-2 QS modul, aSyn UTR inh, HSP90 inh, HSF1 activator, GSK3 alpha inh, GSK3beta inhib, HSF1 inh, PolyA inhibitor, KLF5 inh, IEC-6 tox
CC(C)(C)c1ccc2c(c1)OC(C(=O)N/N=C\c1ccncc1)CO2 (stereo unspecified)
→ 2, 5, 5, -2, 1, 1, 2, i, 9, 2
COc1ccc(-c2nn(C)c3sc(C(=O)NCCN(C)C)cc23)cc1OC
→ 10, -29, -2, -8, 6, -15, -6, i, -6, 6
Cc1csc(NC(=O)c2cc(-c3ccccc3)nc3ccccc23)n1
→ 14, 20, 5, -7, 1, 3, 5, i, -8, 4
CCn1c(N)c(C(=O)NC2CCCCC2)sc1=S
→ 13, 13, -4, 9, 1, 5, 9, i, -29, -4
CCOC(=O)N1CCN(C(=O)CNC(=O)C23CC4CC(CC(C4)C2)C3)CC1
→ 31, -15, 1, -6, 17, 0, -4, i, -12, -2
Cc1cc(=O)oc2cc(NC(=O)c3ccnn3C)ccc12
→ 8, -135, -2, 14, -3, 2, 13, i, -157, 6
COc1cc(/C=C/C(=O)O)cc(S(=O)(=O)N(CC(C)C)CC(C)C)c1OC
→ 43, 10, -3, -38, -2, 5, -21, i, -25, 1
c1ccc(-c2csc(-n3cccn3)n2)cc1
→ 8, -130, 1, 11, -2, -6, 18, i, -25, -5
COc1ccc(/C=C2\SC(=S)N(CCCC(=O)Nc3ccc(C(=O)O)cc3)C2=O)cc1OC
→ 28, 19, 0, -6, 1, 1, -12, i, -12, -6
O=C(C1CC(=O)N(C2CCCCC2)C1)N1CCN(c2cccc(C(F)(F)F)c2)CC1 (stereo unspecified)
→ 13, 14, 0, -22, -1, 5, -7, i, -11, -3
COC(=O)Cc1ccc(NC(=S)NCc2ccccc2Cl)cc1
→ 12, -20, -1, 13, -3, 2, -9, i, -10, 9
O=C(COC(=O)c1ccccc1)Nc1ccc2[nH]c(=O)[nH]c2c1
→ 1, -2, ·, 6, -3, -2, -4, i, ·, ·
CCOC(=O)CNC(=O)Cn1cnc2c(nnn2-c2ccc(OC)cc2)c1=O
→ 35, 5, -4, -9, -3, -3, -3, i, -30, -4
COc1cccc(N2CCN(CC(=O)NC3=Nc4ccccc4N=C(C)C3c3ccccc3)CC2)c1 (stereo unspecified)
→ 35, 22, 4, 6, -4, 3, 4, i, 13, 1
O=C(CSc1nnnn1-c1cccc(F)c1)Nc1nc2ccccc2s1
→ 31, 7, 2, -3, -1, -3, -3, i, 13, -3
CC1C(=NO)C(C)C(c2ccc(N(C)C)cc2)NC1c1ccc(N(C)C)cc1 (stereo unspecified)
→ 15, -20, 1, ·, -2, -1, ·, i, -20, -2
COc1cccc(/C=N/n2c(-c3n[nH]c4c3CCC4)n[nH]c2=S)c1O
→ 25, -3, 3, -3, 20, 0, 3, i, 13, 0
CC(C)C[C@@H](COc1ccccc1)N1CCN(Cc2ccccc2)CCC1=O
→ 12, -11, -4, 10, -1, 2, 3, i, -7, -1
Cc1ccc(S(=O)(=O)NCC(=O)NCC(=O)NC(C)c2ccccc2Br)cc1C (stereo unspecified)
→ 1, 22, 0, 16, -1, 1, 1, i, -42, 2
CC(C)C(=O)C1=Cc2cc([N+](=O)[O-])ccc2OC1N1CCOCC1 (stereo unspecified)
→ 48, 14, 1, 5, 2, 2, 2, i, -47, 8

9 consecutive records from above, for reference:
Below each compound – AI-2 QS modul, aSyn UTR inh, HSP90 inh, HSF1 activator, GSK3 alpha inh, GSK3beta inhib, HSF1 inh, PolyA inhibitor, KLF5 inh, IEC-6 tox
CN1CCN(CC(=O)Nc2nc(-c3c[nH]c4ccccc34)cs2)CC1
→ 9, -62, -2, -43, -2, -2, -29, i, -47, 6
Cc1nn(Cc2ccccc2)c(C)c1N
→ 31, 8, 1, 6, -1, 0, 0, i, 1, 2
CCOc1ccccc1-n1c(SCC(=O)N2CCCc3ccccc32)nnc1-c1cccnc1
→ 7, -23, 0, 2, -1, 0, -10, i, -8, 6
CCCCOc1ccc(C(=O)N(C)CC(=O)Nc2ccc(C)cc2)cc1
→ 13, 7, 1, -21, 2, 5, 6, i, -5, -5
Cc1ccccc1Nc1cc(C)c2c(O)cccc2n1
→ 35, -105, 0, 13, 7, 0, 13, i, -11, -2
CN(C1CCS(=O)(=O)C1)S(=O)(=O)c1ccc2ccccc2c1 (stereo unspecified)
→ 37, 16, ·, -4, 1, -1, -5, i, ·, ·
COc1ccc(CCn2c(S)nc3ccccc3c2=O)cc1
→ -9, -9, 2, -3, 4, -2, -3, i, -63, -1
COc1ccc(Cc2nc3ccc(C(=O)N4CCCN(C=O)CC4)cc3o2)cc1
→ -17, -4, -3, -2, -2, -1, -6, i, -34, 0
CCOc1ccc(C(C)=O)cc1COC(=O)CCc1cc(OC)c(OC)c(OC)c1
→ -3, -9, 0, 5, -2, 1, 1, i, -24, -5
